Assay outcomes deposited in PubChem by several laboratories.
GASC-1 inh: human JMJD2C demethylase inhibition. GST-JMJD2C(1-420) H3K9me3 demethylation, DELFIA europium. inhibition, % at 2.35 µM. actives 0.069% (n = 330,000);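 active means more than half of a compound's replicate wells show inhibition beyond 50%, single wells judged on their own value; inconclusive means some, but no more than half, of replicates pass 50% inhibition; inactive means no replicate passes 50% inhibition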;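 further: signal counts dimethyl H3K9 product captured on neutravidin plate; 0% = median of DMSO wells and 100% = 0.3 times that DMSO median; strong numbers were not always called active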
GRK2 inh: human GRK2 inhibition via aptamer displacement | bead flow cytometry, FAM-aptamer displacement from GRK2 | inhibition of aptamer binding, % at 10 µM | actives 0.59% (n = 330,000) | AID 488847;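 active means inhibition of aptamer binding above 40%, roughly 3 SD of noise, on plates passing a quality check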;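 further: median bead fluorescence of bound FAM aptamer so fluorescent compounds give negative values; no value below 0 was filed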
Target sequence (P25098 whole entry, looked up): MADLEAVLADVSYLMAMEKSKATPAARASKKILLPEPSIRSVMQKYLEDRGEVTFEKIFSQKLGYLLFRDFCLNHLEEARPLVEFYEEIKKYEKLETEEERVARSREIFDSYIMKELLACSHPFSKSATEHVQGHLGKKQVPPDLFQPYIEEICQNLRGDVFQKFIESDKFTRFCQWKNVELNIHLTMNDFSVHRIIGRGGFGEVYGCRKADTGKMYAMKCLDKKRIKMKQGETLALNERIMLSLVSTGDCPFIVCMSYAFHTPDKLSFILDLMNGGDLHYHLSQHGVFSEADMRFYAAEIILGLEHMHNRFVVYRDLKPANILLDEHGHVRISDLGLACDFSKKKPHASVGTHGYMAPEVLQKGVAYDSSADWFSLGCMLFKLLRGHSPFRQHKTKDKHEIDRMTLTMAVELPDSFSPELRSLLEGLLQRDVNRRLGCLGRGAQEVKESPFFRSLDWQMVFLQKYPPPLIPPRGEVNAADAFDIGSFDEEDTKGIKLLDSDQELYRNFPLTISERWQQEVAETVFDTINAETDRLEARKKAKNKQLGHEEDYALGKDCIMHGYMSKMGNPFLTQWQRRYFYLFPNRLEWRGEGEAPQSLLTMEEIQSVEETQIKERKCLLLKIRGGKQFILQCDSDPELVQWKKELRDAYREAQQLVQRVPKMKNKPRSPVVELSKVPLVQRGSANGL
PP5 inh: inhibitors of human protein phosphatase 5 (PP5); purified PP5c, OMFP substrate fluorescence; inhibition, % at 6.7 µM; actives 0.18% (n = 320,000); AID 1987;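 active means inhibition above the campaign's mean inhibition across all tested compounds plus 3 SD, cut at about 9.5% in these data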;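 further: 0% = DMSO only and 100% = 100 µM cantharidin control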
proCasp3 act: activates human procaspase-3. recombinant procaspase-3 D3A, Ac-DEVD-pNA absorbance 405 nm. activation, % at 8.5 µM. actives 0.11% (n = 330,000). AID 463141;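 active means activation above the mean of all tested compounds plus 3 SD, cut at about 21% in these data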;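 further: 0% = DMSO alone and 100% = DMSO wells spiked with extra 5 µM PC-3 D3A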
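Test system: Procaspase-3 D3A mutant; medium: Zinc-free HEPES/NaCl buffer with 0.01% Triton X-100 at pH 7.4; reagent: DEVD-pNA substrate; doses: one concentration, 8.5 µM nominal, 0.8% DMSO; times: 1 h preincubation plus 2 h reaction at 25 °C; signal: Epi-absorbance at 405 nm of released p-nitroaniline, 0 and 120 min; replicates: singlicate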
VLA-4 inh: inhibition in a human VLA-4 binding assay. inhibition, % (about 7 µM as worked out from the volumes in the protocol). AID 2557. P13612. actives 0.2% (n = 330,000). VLA-4 expressing cells, ligand binding flow cytometry; in the data active means inhibition above about 50%
proCasp7 act: counter-screen: procaspase-7 (human) activation; P55210; recombinant procaspase-7, Ac-DEVD-pNA absorbance 405 nm; D23A/D198A/D206A triple mutant, cannot self-cleave; scale: DMSO 0, 5 µM enzyme 100; activation, % at 8.5 µM; actives 0.093% (n = 330,000); AID 463210;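 active means percent activation above the screen-wide mean plus 3 SD, cut at about 25% in these data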
Target sequence (P55210 whole entry D23A/D198A/D206A): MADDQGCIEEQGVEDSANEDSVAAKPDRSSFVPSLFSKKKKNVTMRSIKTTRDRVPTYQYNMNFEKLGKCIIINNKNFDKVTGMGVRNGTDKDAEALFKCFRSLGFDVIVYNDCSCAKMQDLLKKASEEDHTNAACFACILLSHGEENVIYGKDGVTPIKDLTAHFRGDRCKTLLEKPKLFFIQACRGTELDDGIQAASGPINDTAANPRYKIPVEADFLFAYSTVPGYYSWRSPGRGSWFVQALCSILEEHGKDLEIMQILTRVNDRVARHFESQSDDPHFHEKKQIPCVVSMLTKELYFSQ
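Assay system: Uncleavable procaspase-7 mutant enzyme | Input: 2 µM procaspase-7 mutant as dispensed | Timing: 1 h compound preincubation, 2 h substrate cleavage, 25 °C | Repeats: One well per compound | Control set: DMSO wells as 0%, DMSO with 5 µM added PC-7 as 100% | Technique: Epi-absorbance of released pNA at 405 nm, two timepoints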
CTSL1 counter: counter-screen for PFM18AAP inhibitors: inhibitors of F. hepatica cathepsin L1 | recombinant F. hepatica cathepsin L1, Z-Leu-Arg-MCA fluorescence | inhibition, % at 5.96 µM | actives 0.49% (n = 300,000);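 active means inhibition above the mean of all tested compounds plus 3 SD, set per screening campaign, cut at about 17% in these data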;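 further: 0% = plate median of test compound wells and 100% = 1 µM Z-Phe-Ala-diazomethylketone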
PP1 counter: blocks human PP1-alpha phosphatase, a PP5 counter-screen; actives 0.9% (n = 320,000); AID 2235; inhibition, % at 6.7 µM; purified PP1alpha, OMFP fluorescence;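 active means inhibition above the mean inhibition of all tested compounds plus 3 SD, computed separately for each screening campaign, cut at about 15% in these data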
core dimer inh: HCV core protein dimerization inhibition; actives 0.33% (n = 300,000); TR-FRET GST/Flag-core106 dimerization, 1536-well; inhibition, % at 5 µM;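 active means inhibition above the mean of all tested compounds plus 3 SD, set per screening campaign, cut at about 45% in these data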
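Material: GST/Flag-tagged HCV core106 proteins. Incubation: 4 h, 22.5 °C incubation. Read-out basis: inhibition (%) from 671 over 617 nm ratio. Measured by: TR-FRET, excitation 340 nm, emission 617 and 671 nm.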
Numbers without * were called inactive; ? = inconclusive; nt = not tested or not shown; & = joins results of further samples.

SMILES	GASC-1 inh	GRK2 inh	PP5 inh	proCasp3 act	VLA-4 inh	proCasp7 act	CTSL1 counter	PP1 counter	core dimer inh
COc1ccccc1C(=O)N=C1NC(=O)CC2C(=O)NCCN12 (configuration not stated)	10	2	-1.3	-3	-3	-2	1	-8	0
Cc1cc(C(=O)CCC(=O)N(C)CC(=O)Nc2ccccc2Br)c(C)s1	5	0	1.2	-2	-5	1	3	-3	-5
COc1ccc(NC(=O)Cn2nnc(-c3ccccc3NS(=O)(=O)c3ccc(OC)cc3)n2)cc1	0	0	1.2	1	23	8	-1	-3	13
Cc1ccc(-c2nnc(SCC(=O)N3CCCC3)o2)cc1	5	0	-0.2	8	0	7	-1	-5	-3
Cc1cccc(-c2cc3nc(C)c(C)c(NCCCn4ccnc4)n3n2)c1	-2	0	2.1	-11	4	-7	3	-1	-3
CCN(Cc1ccccc1)C(=O)COC(=O)c1c(C)nsc1NC	-1	0	1.3	9	0	6	nt	-2	nt
Cc1ccc(NC(=O)COC(=O)c2cccc3c(=O)c(C)c(-c4ccccc4)oc23)cc1	4	4	4.6	5	0	-5	-4	9	7
COc1ccc(CCNC(=O)c2cc3c(=O)n4cccc(C)c4nc3n(CC3CCCO3)c2=N)cc1 (configuration not stated)	1	0	2.6	-1	11	-6	0	-4	5
Cc1ccc(NC(=O)c2noc3c2CCCCC3)cc1C	-14	100*	3.0	-13	-2	-10	1	-1	8
COc1ccc(-c2nn(-c3ccccc3)cc2/C=C2/SC(=S)N(Cc3ccco3)C2=O)c(C)c1	4	8	0.4	-4	18	-12	0	1	3
CCOC(=O)NC(c1ccc(C(C)C)cc1)C(Cl)(Cl)Cl (configuration not stated)	-6	0	2.7	0	-9	-1	-3	-10	-2
COc1ccc(Cl)cc1Nc1nc(N)nc(C(F)(F)F)n1	-6	1	6.1	-7	-3	3	-1	-4	-1
COc1cc(OC)c(C2C(C(=O)N3CCOCC3)=C(C)NC3=C2C(=O)CC(C)(C)C3)cc1OC (configuration not stated)	5	1	-1.0	-4	1	10	0	1	1
COc1ccc(-c2cc(C3CC3)nc(N)c2C#N)cc1	8	1	0.9	4	9	5	4	-1	8
O=C(Nc1ccc2ccccc2c1)c1ccc(NS(=O)(=O)c2ccc(Br)s2)cc1	0	1	0.8	-6	20	2	2	3	27
O=C(O)c1ccc(S(=O)(=O)/N=C2\C=C(Nc3ccccc3F)C(=O)c3ccccc32)cc1	-2	6	9.6*	-3	-6	-7	80*	6	15
CC(NC(=O)c1ccco1)C(=O)Nc1nccs1 (configuration not stated)	-5	2	nt	-12	-2	10	nt	nt	nt
Cc1cc([N+](=O)[O-])nn1CC(=O)NCc1ccc(Cl)cc1	3	3	0.2	-3	24	1	4	-3	11
O=C(c1cc(-c2ccc(O)cc2)on1)N1CCc2ccccc2C1	-10	4	7.2	-10	-15	-11	8	3	6
C=C1CCN([C@@H](CC(C)C)C(=O)O)S(=O)(=O)c2ccccc21	-2	1	2.7	-1	-11	-7	-5	0	-4
N#Cc1ccc(/C=C/C(=O)c2ccc3c(c2)OCO3)cc1	-1	0	0.9	-4	12	9	2	-5	2
COc1ccc(C(F)(F)F)cc1N/C=C\c1nnnn1-c1ccccc1	?	0	4.1	-2	-1	-1	1	-4	8
CCn1c(CC(=O)Nc2ccccc2F)nnc1SCC(=O)Nc1nnc(C)s1	33	2	0.6	8	3	-2	1	-1	3
COc1ccc(/C=N/N=C2/NC(=O)C(c3ccccc3)(c3ccccc3)S2)cc1	8	0	-0.4	-3	4	6	4	3	-17
Cc1cc(N)n(-c2ccc(S(=O)(=O)c3ccc(C(C)C)cc3)cc2)n1	-17	0	2.7	-1	-1	4	0	-1	5

Filtered by structure, the entries above containing a CF3 group
SMILES	GASC-1 inh	GRK2 inh	PP5 inh	proCasp3 act	VLA-4 inh	proCasp7 act	CTSL1 counter	PP1 counter	core dimer inh
COc1ccc(Cl)cc1Nc1nc(N)nc(C(F)(F)F)n1	-6	1	6.1	-7	-3	3	-1	-4	-1
COc1ccc(C(F)(F)F)cc1N/C=C\c1nnnn1-c1ccccc1	?	0	4.1	-2	-1	-1	1	-4	8

New compounds follow:
SMILES	GASC-1 inh	GRK2 inh	PP5 inh	proCasp3 act	VLA-4 inh	proCasp7 act	CTSL1 counter	PP1 counter	core dimer inh
Cc1c(Cl)cccc1NC(=O)CCCN1C(=O)c2cccnc2C1=O	-1	0	-0.8	-11	-16	3	-3	2	-3
Cc1ccc(C)c(NC(=O)CN(C)C(=O)[C@@H](NC(=O)c2ccc(C(C)(C)C)cc2)C(C)C)c1	4	5	2.5	-4	3	1	-4	6	8
Cc1nc2cc(-c3ccc(Cl)cc3)nn2c(C)c1CCC(=O)NC(C)c1ccc2c(c1)OCCO2 (configuration not stated)	-11	0	2.4	9	29	-3	-3	-4	2
O=[N+]([O-])c1ccc2oc(C(O)c3cccc(Cl)c3)cc2c1 (configuration not stated)	10	0	3.3	0	1	13	-1	0	3
COc1ccc(CN2C(=O)c3cccnc3C2=O)cc1S(=O)(=O)NC1CCCCC1C (configuration not stated)	26	4	0.7	1	32	0	-6	0	0
CCOc1cc(/C=N/NC(=O)c2ccncc2)ccc1OC(=O)c1ccc([N+](=O)[O-])cc1	6	2	3.9	0	4	10	1	0	0
COc1cc2c(cc1OC)/C(=C/C(=O)c1cccc([N+](=O)[O-])c1)NCC2	-30	0	-6.8	-7	-9	-2	12	-6	-20
C#Cc1ccc([C@H]2C=C(C(=O)NC3CC3)O[C@@H](OCC)[C@@H]2CCCO)cc1	3	0	1.9	8	-16	0	1	-2	-3
CCOc1ccc(NC(=O)CCC(=O)NNC(=O)c2cccc([N+](=O)[O-])c2)cc1	5	0	nt	-12	-6	12	nt	nt	nt
CC1(C)N=c2ccc([N+](=O)[O-])c(N)c2=[N+]1[O-]	4	0	-0.9	3	4	2	2	1	-21
O=C(CCCC(=O)NCc1ccccc1)NCc1ccccc1	1	0	1.3	1	-44	0	5	0	-6
CC[C@@H](C)C(NC(=O)OC(C)(C)C)c1cn([C@@H](CCCCNC(=O)OC(C)(C)C)C(=O)N2CCN(C(=O)OC(C)(C)C)CC2)nn1 (some centres not stated)	7	0	1.4	3	8	2	3	1	1
Cc1cccc(C2c3[nH]c4ccccc4c3CCN2C(=O)c2cc(-c3cccn3C)n[nH]2)n1 (configuration not stated)	-76	4	3.8	0	-1	-2	1	10	25
CC(C)On1c(SCC(=O)N(C)C)nc2ccccc2c1=O	6	0	1.1	-5	-1	-7	3	0	-2
Cc1csc(CNC(=O)c2ccc(OC3CCN(CCc4ccccc4)CC3)cc2)n1	-2	0	0.3	1	-1	10	4	-4	7
CCOC(=O)c1c(NC(=O)C[n+]2ccc(N(C)C)cc2)sc(C)c1C	4	0	1.4	1	9	-2	-1	-2	-2
O=C(CSC1=NCCS1)Nc1cccc(F)c1	0	0	5.8	3	4	-9	-2	-5	1
Cc1ccc(CNC(=O)COc2ccc(S(=O)(=O)N3CCOCC3)cc2)cc1	-1	0	-1.0	-2	4	-1	5	-6	0
O=P(COCCOCCOCCOCP(=O)(c1ccccc1)c1ccccc1)(c1ccccc1)c1ccccc1	-12	5	-0.8	0	-8	6	-1	-3	2
Cn1nnnc1SCC(=O)N1CCN(c2cccc(Cl)c2)CC1	0	1	1.1	-1	-4	0	1	1	2
CN(CC(=O)Nc1cccc(F)c1)C(=O)CN1C(=O)C2CCCCC2C1=O (configuration not stated)	0	0	-1.4	-4	-6	17	nt	-5	nt
COc1ccc(S(=O)(=O)Nc2c(NC3CCCCC3)c3ccccc3oc2=O)cc1Cl	-6	0	4.4	1	0	5	3	4	15
CCCCNCC#CCOc1cc(C)ccc1C(C)C	-7	0	1.4	-9	3	-1	7	1	-4
CC1CN(S(=O)(=O)c2cccc(C(=O)NCc3ccccn3)c2)CC(C)O1 (configuration not stated)	13	0	nt	-9	17	6	nt	nt	nt
Cc1sc2nc(C3CC3)nc(N3CCN(C(=O)c4ccc(F)cc4)CC3)c2c1C	0	1	1.6	-3	-1	-5	2	2	0

Further entries follow.
SMILES	GASC-1 inh	GRK2 inh	PP5 inh	proCasp3 act	VLA-4 inh	proCasp7 act	CTSL1 counter	PP1 counter	core dimer inh
CCOC(=O)c1cnc(-n2nc(C)cc2C)nc1Nc1ccc(O)cc1	-1	2	-0.8	0	5	5	-1	0	3
Nn1c(SCc2cn3ccsc3n2)nnc1-c1ccncc1	24	0	-0.2	-2	3	9	-7	2	-2
Cc1ccc(/C=N/n2c(C3CCCCC3)n[nH]c2=S)o1	1	0	-1.7	-8	7	-4	4	-3	-1
C=C1CC(C(=O)N/N=C/c2ccc(O)cc2)C1	-4	1	1.5	5	2	6	-6	1	-5
CCc1ccccc1NC(=O)CN1CCN(C(=O)C2CCN(C(=O)/C=C/c3ccccc3)CC2)CC1	18	3	-0.3	-5	6	-3	nt	-3	nt
COC(=O)c1ccccc1NC(=O)CSc1nc(NC(=O)c2ccccc2)c2c(C)c(C)oc2n1	7&1	1	3.5	-8	-21	4	0	5	10
Cn1c(NCCCO)nc2c1c(=O)n(Cc1ccccc1F)c(=O)n2C	-3	0	-0.1	-8	-5	18	1	1	0
COc1cc(C=O)ccc1OCCOCCOc1c(C)cc(Cl)cc1Cl	13	0	2.3	-5	18	12	0	1	7
CCc1nnc(NC(=O)c2ccc(OC)cc2OC)s1	2	3	0.8	4	23	8	3	5	-1
Cc1ccccc1N(C(=O)Cc1ccsc1)C(C(=O)NC1CCCCC1)c1ccc(F)cc1 (configuration not stated)	-2	2	1.1	-8	-1	2	-6	-2	5
COc1ccc2c(c1)c(CC(=O)NCc1cc([N+](=O)[O-])ccc1O)c(C)n2C(=O)c1ccc(Cl)cc1	-4	0	6.5	-4	-7	-9	5	2	0
CN(C)c1ncc(S(=O)(=O)c2ccccc2)c(-c2ccccc2Cl)n1	3	1	2.1	7	-10	5	-3	0	2
CCSc1nnc(NC(=O)c2ccc3ccccc3n2)s1	-2	0	-0.7	-13	6	8	4	0	6
Cc1noc(NS(=O)(=O)c2ccc(NC(=O)C(CC(C)C)N3C(=O)c4ccccc4C3=O)cc2)c1C (configuration not stated)	7	2	8.6	7	-15	3	4	4	7
O=C(Nc1cc2c3c(c1)CC(=O)N3CCC2)c1ccc(Br)o1	?	3	1.1	9	0	-3	-9	3	1
CC1(C)CC(CC(=O)Nc2ccc([N+](=O)[O-])cc2)C(=O)O1 (configuration not stated)	3	2	2.6	-3	-3	4	0	3	0
CCCc1nnc(NC(=O)CCC(=O)Nc2ccc(Br)cc2)s1	5	0	-3.3	2	-1	-4	-3	-3	11
CN(CC(=O)NC(=O)NC1CCCCC1)CC(=O)Nc1ccc(OC(F)(F)F)cc1	4	9	5.5	8	5	18	nt	6	nt
CN(CCC#N)C(=O)COC(=O)c1ccc2c(=O)n3c(nc2c1)CCC3	6	0	-0.8	-7	0	1	-1	-2	-6

Compounds as they come, and some 2.6% of all compounds hit somewhere here.
